Compound activity (PubChem BioAssay)
KCNQ2 inh: KCNQ2 channel blockers in CHO-K1 cells – cell-based, FluxOR thallium flux, B-score, primary screen (AID 2156); O88943; 20 min; active compounds read low; B-score at 10 µM; 310,000 compounds, 1.1% hits;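 active = fluorescence ratio B-score at most minus 3 library SDs, with starting brightness B-score within 2 library SDs, cut at about -5.5 in these data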
Kir21 inh: Kir2.1 (mouse) channel inhibition. HEK293-Kir2.1, FluxOR thallium flux fluorescence; active compounds read low. B-score at 10 µM. 310,000 compounds, 0.85% hits;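 active = fluorescence ratio B-score at or below minus 3 SD of library scores, with starting-brightness B-score within 2 SD, cut at about -4.2 in these data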;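 note: channel flux triggered by added potassium and thallium sulfate stimulus; B-score of peak minus minimum fluorescence over baseline after thallium stimulus; more negative B-score means stronger Kir2.1 block with less thallium influx; some compounds called inactive have numbers as strong as hits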
Target sequence (P35561 whole entry, looked up): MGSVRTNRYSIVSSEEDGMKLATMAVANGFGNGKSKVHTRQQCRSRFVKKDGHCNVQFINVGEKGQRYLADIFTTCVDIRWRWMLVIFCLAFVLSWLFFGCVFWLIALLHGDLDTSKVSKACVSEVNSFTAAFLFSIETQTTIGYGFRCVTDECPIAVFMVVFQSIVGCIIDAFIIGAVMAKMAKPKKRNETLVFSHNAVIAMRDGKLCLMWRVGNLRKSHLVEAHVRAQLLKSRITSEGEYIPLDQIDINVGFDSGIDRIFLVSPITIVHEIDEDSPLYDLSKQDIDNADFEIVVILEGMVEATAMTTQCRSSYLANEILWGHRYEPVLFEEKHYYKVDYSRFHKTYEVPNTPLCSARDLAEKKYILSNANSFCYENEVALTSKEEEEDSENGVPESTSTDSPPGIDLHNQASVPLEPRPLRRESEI
CHT block: inhibitors of human choline transporter CHT | B-score at 10 µM | CHT-expressing cells, membrane potential dye, choline response; active compounds read low | Q9GZV3 | 310,000 compounds, 0.86% hits;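 active = B-score over 3 SD under the library average, and starting fluorescence ratio not unusually high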;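 note: choline stimulus applied at its EC90 after an EC20 pre-addition; B-score computed on integrated fluorescence ratio after choline addition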
Target sequence (Q9GZV3 whole entry, looked up): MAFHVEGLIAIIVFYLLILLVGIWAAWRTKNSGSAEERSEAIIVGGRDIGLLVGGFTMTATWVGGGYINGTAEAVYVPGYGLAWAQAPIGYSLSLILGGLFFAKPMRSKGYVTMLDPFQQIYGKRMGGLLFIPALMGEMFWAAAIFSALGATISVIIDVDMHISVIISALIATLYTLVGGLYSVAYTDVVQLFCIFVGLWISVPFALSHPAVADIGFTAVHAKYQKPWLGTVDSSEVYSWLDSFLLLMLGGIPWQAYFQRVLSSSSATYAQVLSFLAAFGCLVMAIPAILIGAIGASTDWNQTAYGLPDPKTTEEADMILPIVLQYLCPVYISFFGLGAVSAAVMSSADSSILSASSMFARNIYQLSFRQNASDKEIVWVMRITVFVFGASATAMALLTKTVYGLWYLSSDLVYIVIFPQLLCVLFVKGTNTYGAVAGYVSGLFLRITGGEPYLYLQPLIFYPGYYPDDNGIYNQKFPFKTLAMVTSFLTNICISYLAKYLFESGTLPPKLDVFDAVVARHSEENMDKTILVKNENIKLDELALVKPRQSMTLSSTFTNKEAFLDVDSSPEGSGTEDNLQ
The depositor's hits bear a star; i = inactive; . = not tested or not shown.

SMILES	KCNQ2 inh	Kir21 inh	CHT block
CCC(C)Oc1nc2c(c(=O)n(C)c(=O)n2C)n1C (stereo not given)	i	-0.82	i
Cc1cc(C)c(NC(=O)C2CCCN2CCO)c(C)c1 (stereo not given)	i	0.79	i
O=S(=O)(c1ccc2c(c1)OCCO2)N1CCN(c2ncnc3sccc23)CC1	i	1.4	i
O=C(CNS(=O)(=O)c1cccs1)Nc1ccc2c(c1)OCCO2	i	0.27	i
O=C(c1cnn(C(=O)c2cccc(S(=O)(=O)N3CCOCC3)c2)c1)c1cc(Cl)cc(Cl)c1O	i	0.57	i
Cc1cccc(NC(=O)N(Cc2cc3cc(C)ccc3[nH]c2=O)CC2COCCO2)c1 (stereo not given)	i	-0.16	i
CN(C)/C=C/C(=O)c1cnc2sccn2c1=O	i	-0.05	i
Cc1cccc(-n2ncc3c(N4CCC(C)CC4)ncnc32)c1	i	0	i
CCC1C(=O)CC(c2ccco2)NC1c1ccco1 (stereo not given)	i	-0.71	i
COc1ccc(-c2cnnn2-c2ccc([N+](=O)[O-])cc2)cc1	i	0.05	i
CCOC(=O)CCc1c(C)nc(SCCCn2c(=O)[nH]c3ccccc32)c(C#N)c1C	i	0.85	i
O=C(NCCCn1ccnc1)c1ccc2c(c1)OCCO2	i	-0.12	i
CC1CCN(S(=O)(=O)c2ccc(C(=O)Nc3ccccc3-c3nc4ccccc4[nH]3)cc2)CC1	i	-3	i
O=C1N=C(N2CCOCC2)CS1	i	0.23	i
O=C(c1ccc(Br)o1)N(Cc1ccccc1)Cc1ccccc1	i	-0.99	i
CC(C)CNC(=O)COC(=O)c1ccccc1OCC(=O)Nc1ccc(Br)cc1	i	-0.79	i
COc1cccc(C(=O)Nc2cc(S(=O)(=O)N3CCCCC3)ccc2OC)c1	i	1.7	i
Cc1ccc(OC(C)C(=O)O)cc1C (stereo not given)	i	0.98	i
Cc1ccc(OCC(=O)c2c(O)c3ccccc3oc2=O)cc1C	i	-1.3	i
CCSc1nnc(NS(=O)(=O)c2ccc(C)cc2)s1	i	0	i
COC(=O)Cn1c2ccc(OC)cc2c2nc(C)sc21	i	-0.2	i
COc1cc2c(cc1OC)C(c1cccc(Cl)c1)CC(=O)N2 (stereo not given)	i	-0.61	i
O=C(CSc1nnc(COc2ccccc2)n1Cc1ccco1)c1ccc(F)cc1	i	-1.2	i
COc1ccc(S(=O)(=O)NC2CC(C)(C)NC(C)(C)C2)cc1	i	-0.71	i
CCOC(=O)C1=C(C)NC2=C(C1c1ccc([N+](=O)[O-])cc1)S(=O)(=O)c1ccccc12 (stereo not given)	i	-0.31	i

Other structures.
SMILES	KCNQ2 inh	Kir21 inh	CHT block
COc1ccc(NC(=O)C(C)N2CCN(C)CC2)cc1 (stereo not given)	i	1.8	i
O=C(N/N=C/c1ccc(OC(F)F)cc1OC(F)F)c1cccc(S(=O)(=O)N2CCOCC2)c1	i	0.55	i
Cc1ccc(OCC(=O)Nc2ccc3c(c2)nc(CCN2CCCCC2)n3C)cc1	i	-1.3	i
O=C(NCCC1CCCCN1S(=O)(=O)c1cccs1)C(=O)NCc1ccccc1 (stereo not given)	i	-0.75	i
COC(=O)[C@]1(CC(C)C)N[C@H](c2ccc(-c3ccc4c(c3)OCO4)cc2)[C@@H]2C(=O)N(C)C(=O)[C@@H]21	i	-0.26	i
O=C(NCc1ccco1)c1ccc(NS(=O)(=O)c2cccc(F)c2)cc1	i	-0.27	i
O=C(NN1CCOCC1)c1cc(S(=O)(=O)Nc2cccc(C(F)(F)F)c2)ccc1Cl	i	2.5	i
Cc1nc(CNC(=O)C2CCC(=O)N(CCc3ccc(Cl)cc3)C2)sc1C (stereo not given)	i	-0.12	i
O=C(COc1ccc(/C=N/NC(=O)c2cc3ccccc3o2)cc1Cl)Nc1ccccc1	i	-0.87	i
CC(=O)c1ccc(N2C(=O)[C@@H]3C(C(=O)CCN4C(=O)c5ccccc5C4=O)=NN[C@@H]3C2=O)cc1	i	-1.2	i
O=C(NCc1cccnc1)Nc1ccccc1C(F)(F)F	i	0.88	i
COc1ccc(-c2nnc(SCc3cccnc3)o2)cc1	i	0.87	i
COc1ccc(C(=O)COC(=O)C(CCSC)NC(=O)COc2ccccc2)c(OC)c1 (stereo not given)	i	-2.2	i
O=c1[nH]nc(N/N=C/c2ccc(Cl)cc2Cl)c(=O)[nH]1	i	0.1	i
CC1(C)CC(=O)C(C(C2=C(O)CC(C)(C)CC2=O)c2ccc(O)c([N+](=O)[O-])c2)=C(O)C1	i	-2	i
Cc1ccc2cc3cc(C(=O)NCCCN4CCCCCC4)oc3nc2c1	i	-1.2	i
O=C(O)c1ccc([N+](=O)[O-])c(CS(=O)(=O)c2ccccc2)c1	i	1.7	i
Cc1nc2c(sc3nc4c(cc32)COC(C)(C)C4)c(=O)n1Cc1ccccc1	i	0.55	i
Cc1ccc(C)n1-c1ccc(C(=O)N2CCC(C(N)=O)CC2)cc1	i	-0.03	.
Cc1ccc(C(=O)NC(C)c2ccc(-n3ccnc3)cc2)cc1 (stereo not given)	i	0.78	i
O=C(O)c1cn(-c2ccccc2)nc1-c1ccc(F)cc1	i	-0.01	i
Cc1nc2ccccc2c2oc(C(=O)Nc3ccc(C(C)C)cc3)cc12	i	0.16	i
O=C(CCCc1cccs1)Nc1nc(-c2ccc(F)cc2)cs1	i	0.66	i
Cn1c(Sc2ccc([N+](=O)[O-])cc2C(F)(F)F)nnc1-c1ccccc1	i	0.04	i
O=C(NCCN1CCOCC1)c1ccncc1	i	-0.79	i

Remaining list, next part:
SMILES	KCNQ2 inh	Kir21 inh	CHT block
COc1ccc(-n2cc(-c3ccccc3)[nH]c2=S)c(OC)c1	i	0.4	i
O=C(Nc1cccc2ncccc12)C(Cl)(Cl)Cl	i	1.1	i
Cn1cc(CN2CCc3c([nH]c4ccccc34)C2C(C)(C)C)cn1 (stereo not given)	i	0.17	i
Cc1ccccc1Nc1n[nH]c(C)c1[N+](=O)[O-]	i	-1.9	i
CCOC(=O)N1CCN(C(=S)Nc2cccc(C)c2C)CC1	i	-0.44	i
OCCC1CN(Cc2ccccc2O)CCN1CCCc1ccccc1 (stereo not given)	i	0.56	i
O=C(CSc1nnc(COc2ccc(Cl)cc2Cl)o1)Nc1ccccn1	i	-1.6	i
O=C1c2ccccc2CSc2c(O)cccc21	i	0.89	i
Cc1nc(SCC(=O)Nc2cccc(Cl)c2)n[nH]1	i	1.1	i
CC(C)(C)OC(=O)NCCC(=O)Oc1ccc2ccc(=O)oc2c1	i	0.03	i
CCc1ccc(C(=O)Nn2cnc3ccccc3c2=O)cc1	i	0.56	i
Cc1cccn2c(=O)c(/C=C(\C#N)S(=O)(=O)c3ccccc3)c(N3CCC(C(N)=O)CC3)nc12	i	-0.01	i
CCN(CC)C(=O)Oc1nnc(SC(C)C)n1-c1ccc(Cl)c(Cl)c1	i	2.2	i
COc1ccccc1NC(=O)Cn1nc(-c2ccc3c(c2)OCCO3)ccc1=O	i	1.4	i
C/C(=N\NC(=O)C(N)=O)c1cccc([N+](=O)[O-])c1	i	0.28	i
O=C(CCN1C(=O)/C(=C/c2ccccc2Cl)SC1=S)NC1=NCCS1	i	0.7	i
COc1ccc(N(C)C(=O)c2cn(CC(C)C)c(=O)c3cc(OC)c(OC)cc23)c(OC)c1	i	0.68	i
Clc1ccc2c(N/N=C/c3cccc(Br)c3)ccnc2c1	i	-0.73	i
O=c1c2ccccc2c(-c2ccc(O)cc2)nn1-c1cccc(C(F)(F)F)c1	i	-0.64	i
O=C(NC1CCCC1)c1cnn2c(C(F)(F)F)cc(-c3ccco3)nc12	i	-0.46	i
COc1ccc(Cn2c(=S)[nH]c3cc(C(=O)N4CCCCC4)ccc3c2=O)cc1	i	1.1	i
Cc1nc(NCCc2ccc(F)cc2)c(C#N)c(C)c1[N+](=O)[O-]	i	-1.3	i
N=c1c2c(ncn1Cc1ccco1)Oc1c(ccc3ccccc13)C2c1ccccc1 (stereo not given)	i	-0.32	i
Cc1ccc(F)c(NC(=O)/C(C#N)=C(\O)c2ccc(C(C)(C)C)cc2)c1	i	0.8	i
CC(C)CCn1c(=O)c2ccccc2n2c(CCl)nnc12	i	-1.7	i

Next part; it opens with the 7 that closed the last part.
SMILES	KCNQ2 inh	Kir21 inh	CHT block
O=c1c2ccccc2c(-c2ccc(O)cc2)nn1-c1cccc(C(F)(F)F)c1	i	-0.64	i
O=C(NC1CCCC1)c1cnn2c(C(F)(F)F)cc(-c3ccco3)nc12	i	-0.46	i
COc1ccc(Cn2c(=S)[nH]c3cc(C(=O)N4CCCCC4)ccc3c2=O)cc1	i	1.1	i
Cc1nc(NCCc2ccc(F)cc2)c(C#N)c(C)c1[N+](=O)[O-]	i	-1.3	i
N=c1c2c(ncn1Cc1ccco1)Oc1c(ccc3ccccc13)C2c1ccccc1 (stereo not given)	i	-0.32	i
Cc1ccc(F)c(NC(=O)/C(C#N)=C(\O)c2ccc(C(C)(C)C)cc2)c1	i	0.8	i
CC(C)CCn1c(=O)c2ccccc2n2c(CCl)nnc12	i	-1.7	i
CCNC(=S)Nc1cccc(S(=O)(=O)NC2=NCCC2)c1	i	-0.05	i
CCOC(=O)C(Oc1ccc(=O)[nH]n1)C(C)=O (stereo not given)	i	0.22	i
C/C=C/Cn1c(SCc2ccccc2)nc2c1c(=O)[nH]c(=O)n2C	i	-0.11	i
CN(C)c1nc(N)c([N+](=O)[O-])c(NCc2ccccc2)n1	i	1.4	i
Cn1cc(SCC(=O)N2CCCc3ccccc32)c2ccccc21	i	-6.8*	i
COCc1c(C(=O)N/N=C/C2CC=CCC2)nnn1-c1nonc1N (stereo not given)	i	0.86	i
COCCn1c(SCC#N)nnc1-c1ccccc1O	i	-0.04	i
COc1ccc(C)cc1NC(=O)C1CCN(S(=O)(=O)c2cccc3cccnc23)CC1	i	1.1	i
Cc1cccn2cc(CNC(=O)CC3CCCC3)nc12	i	0.01	i
CC(C)C1=CC(=Nc2ccc(S(N)(=O)=O)cc2)C=C(C(C)C)C1=O	i	-0.29	i
Cc1cc(N2CCN(c3ccccc3)CC2)nc(-n2nc(C)cc2C)n1	i	-0.79	i
COc1ccc(CCNC(=O)c2ccc(-c3ccc([N+](=O)[O-])cc3Cl)o2)cc1	i	-1.1	i
COc1ccc(OC)c(-n2c(-c3cccc(C)c3)n[nH]c2=S)c1	i	-0.42	i
CCN(CC)C(=O)c1ccc(C(=O)c2c(C)cc(C)cc2C)cc1	i	-0.91	i
CCOc1ccccc1C(=O)Nc1cccc2ccccc12	i	1.5	i
CN(C)CCNC(=O)COc1ccc(C23CC4CC(CC(C4)C2)C3)cc1	i	-6.5*	i
C=CCOc1c(Br)cc(/C=N\n2nnnc2N)cc1OC	i	0.12	i
CCC(c1nnnn1CCOC)N1CCN(c2cccc(C(F)(F)F)c2)CC1 (stereo not given)	i	-0.11	i
Cc1cc2c(cc(C(=O)NCCCN3CCOCC3)n2Cc2ccc(Cl)cc2)o1	i	-2.4	i
COc1cccc(CNC(=O)Cn2ncn3cccc3c2=O)c1OC	i	-2	i
CCN(C(=O)COC(=O)CCS(=O)(=O)c1ccc(C)cc1)C1CCS(=O)(=O)C1 (stereo not given)	i	0.71	i
CCc1ccc(/C=C2/C(=O)N(CC)C(=S)N2C)s1	i	-0.4	i
CCC(C)C(=O)Nc1nnc(SCC(=O)NC2CCCCC2)s1 (stereo not given)	i	0.12	i
O=C(Cn1c2c(c(=O)n3ncnc13)CCC2)N/N=C/c1cccs1	i	0.35	i
CN(Cc1nc(-c2ccccn2)no1)S(=O)(=O)c1ccc(Br)cc1	i	0.28	i

Nothing new here: entries from further up.
SMILES	KCNQ2 inh	Kir21 inh	CHT block
CCC(c1nnnn1CCOC)N1CCN(c2cccc(C(F)(F)F)c2)CC1 (stereo not given)	i	-0.11	i
Cc1cc2c(cc(C(=O)NCCCN3CCOCC3)n2Cc2ccc(Cl)cc2)o1	i	-2.4	i
COc1cccc(CNC(=O)Cn2ncn3cccc3c2=O)c1OC	i	-2	i

Next structures:
SMILES	KCNQ2 inh	Kir21 inh	CHT block
COC(=O)c1ccc(CSc2nc3c(cnn3-c3ccccc3)c(=O)[nH]2)o1	i	1.1	i
C/C(=N\NC(=O)c1ccccc1)c1ccccc1F	i	1.4	i
O=C1c2ccc([N+](=O)[O-])cc2C(=O)N1c1ccc([N+](=O)[O-])cn1	i	1.9	i
O=C(c1c(F)cccc1F)N1CCN(c2ncc(Br)cn2)CC1	i	0.14	i
CCN(c1ccccc1)S(=O)(=O)c1ccc(Cl)nc1	i	-4.3*	i
Cc1ccc(C2CC(c3cccs3)=NN2C(=O)CCl)cc1 (stereo not given)	i	-4	i
CCCN(CCC)S(=O)(=O)c1ccc(C(=O)NCc2n[nH]c(=S)n2-c2ccc(Cl)c(Cl)c2)cc1	i	1.2	i
c1ccc(-n2nnnc2SCc2cn3ccccc3n2)cc1	i	1.7	i
Cc1nc(-c2cccnc2)sc1C(N)=O	i	0.18	i
CCOC(=O)C1CCCCN1Cc1ccc(F)c(Br)c1 (stereo not given)	i	-1.6	i
O=C(CSCc1c(Cl)cccc1Cl)Nc1cccnc1	i	-1.1	i
CCCCCNc1nc(-c2ccccc2)cs1	i	0.03	i
O=C(O)CCC(=O)NC1CCCCCCC1	i	-0.04	i
Cc1nc(S(=O)(=O)c2ccc(Cl)cc2)c(N(C)C)o1	i	1.7	i
COc1cc(C)c(S(=O)(=O)N2CCOCC2)cc1C	i	-2.7	i
